TRPV1 agonist = agonists of human vanilloid receptor 1 (TRPV1); Q8NER1; TRPV1-expressing cells, Fluo-8 calcium influx, agonist mode; activation, % at 8.33 µM; actives 0.19% (n = 320,000); AID 540275; in the data active means activation above about 80%; inconclusive means between about 30% and that limit; further: 0% is about no effect
Target sequence (Q8NER1 whole entry, looked up): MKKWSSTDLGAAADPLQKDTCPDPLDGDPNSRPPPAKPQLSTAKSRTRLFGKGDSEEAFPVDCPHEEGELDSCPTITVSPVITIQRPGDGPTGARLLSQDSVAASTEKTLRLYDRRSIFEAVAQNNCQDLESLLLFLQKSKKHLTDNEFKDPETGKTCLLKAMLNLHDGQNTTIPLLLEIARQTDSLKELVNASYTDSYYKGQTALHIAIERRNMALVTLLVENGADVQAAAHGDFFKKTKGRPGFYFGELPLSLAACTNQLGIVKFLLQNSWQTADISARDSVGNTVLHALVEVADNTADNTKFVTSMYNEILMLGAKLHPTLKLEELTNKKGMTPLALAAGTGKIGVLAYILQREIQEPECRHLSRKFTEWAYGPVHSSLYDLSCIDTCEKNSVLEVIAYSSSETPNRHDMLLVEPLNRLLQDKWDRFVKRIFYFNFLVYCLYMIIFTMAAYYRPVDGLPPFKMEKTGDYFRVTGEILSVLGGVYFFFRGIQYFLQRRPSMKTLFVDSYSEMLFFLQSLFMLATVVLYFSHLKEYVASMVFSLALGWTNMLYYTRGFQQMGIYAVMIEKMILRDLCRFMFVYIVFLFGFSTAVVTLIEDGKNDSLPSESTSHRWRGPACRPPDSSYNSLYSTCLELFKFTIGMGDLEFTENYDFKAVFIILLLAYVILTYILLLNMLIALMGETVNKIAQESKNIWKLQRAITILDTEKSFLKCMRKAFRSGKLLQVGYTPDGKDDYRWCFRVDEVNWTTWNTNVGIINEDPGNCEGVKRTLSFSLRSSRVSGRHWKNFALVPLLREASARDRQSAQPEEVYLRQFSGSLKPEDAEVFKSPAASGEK
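Fluo-8 calcium influx in TRPV1-expressing cells, kinetic read (ex 480/em 520 nm). Compound added and read 3 min for agonist activity, followed by capsaicin at EC20 final and 2 min further read for enhancement.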
Integrin act MD = activators of alpha7 integrin expression for muscular dystrophy; alpha7betagal myoblasts, beta-gal FDG fluorescence, 48 h; Potency, µM (highest dose often 38.3 µM), for the others: at the top dose activation, hits mostly activators; actives 0.064% (n = 350,000); AID 624291;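 further: potency means the concentration at half of the fitted maximal effect; 100% = response of the positive control SU9516; nearly all actives have a fitted effect of over 60% in size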
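alpha7betagal+/- myoblasts (passage 13, 250/well) treated 48 h at 37C with compounds at 1:260 dilution of DMSO stock. Lysed, then beta-galactosidase activity read as FDG fluorescence (ex 480/em 540) after 30 min, with pre-read for autofluorescence.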
CXXC DNA block = inhibitors of human MLL CXXC domain-DNA interaction; actives 0.037% (n = 290,000); MLL-CXXC / FITC-HOXA9 DNA fluorescence polarization; Potency, µM (highest dose often 115 µM), inactives show at the highest dose activity change, negative = inhibition, actives largely listed as inhibitors; Q03164; AID 2662; active means well fitted inhibition curve with a large enough effect in the polarisation, with a control signal flat, not every such curve was filed as active; inconclusive means small, poorly fitted or top-dose-only effect, or effect the other way, or a change in a side signal; inactive means no such curve, though single readings can be large or run the other way; the % refers to the polarisation; further: potency means the concentration at half of the fitted maximal effect
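Fluorescence polarization: 7 uM MLL-CXXC (stock) preincubated 5 min with compounds, then 50 nM fluorescein-HOX-A9 DNA (stock) added; 30 min ambient. Buffer 50 mM Tris-HCl pH 7.5, 50 mM NaCl, 1 mM DTT, 0.05% BSA.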
ELG1 repair inh = ELG1-dependent DNA repair inhibition. HEK293T ELG1-luciferase reporter, luminescence, 16 h; DNA damage induced by 5-fluorouridine. Potency, µM (series often up to 46.1 µM), for the others: at the highest dose activity change, negative = inhibition, actives largely listed as inhibitors. actives 2.3% (n = 330,000); further: potency means the concentration at half of the fitted maximal effect; on the % scale 0 is the no-effect control and ±100 the full control effect; nearly all actives have a fitted effect of over 55% in size
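Step one: seed 2,000 cells per well. Step two: pin-transfer compound or DMSO alongside 5-fluorouridine. Step three: incubate 16 hr, 37 °C, 5% CO2. Step four: add ONE-Glo, wait 30 min, read luminescence.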
p53 reactivation = mutant p53 re-activation in reporter cells. H1299 p53-A138V BP100-luciferase reporter, luminescence, 24 h. actives 0.063% (n = 320,000). Potency, µM (highest dose often 92.2 µM), for the others: at the top dose activity change, positive = activation, most hits filed as activators; further: potency means the concentration at half of the fitted maximal effect; % of control where 0% means no effect; nearly all actives have a fitted effect of over 45% in size
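H1299 (p53-null), stable ts p53-A138V + BP100-Luc; 1000 cells/well, Opti-MEM/10% FBS; cpd 4 pt, 1:5; 24 h, 37 deg C, 5% CO2; detection reagent 10 min RT; luminescence.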
TCR activator = activates T cell receptor signaling; Potency, µM (series often up to 9.22 µM), for the others: top-dose activation of IL-2 secretion, usual class: activators; 330,000 tested, under 10 active; primary human leukocytes, anti-CD3, IL-2 HTRF, 48 h; further: % of control where 0% means no effect
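Human primary leukocytes + a-CD3 beads + cpd, 48 hr; IL-2 in supernatant by HTRF (ex 320nm / em 665nm). No co-stimulatory signal supplied.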
AT treatment = potential ataxia-telangiectasia treatment. […] A-T fibroblasts, KAP-1 phosphorylation AlphaLISA; neocarzinostatin DNA damage 30 min before lysis. Potency, µM (series often up to 57.5 µM), for the others: at the highest dose activation, actives largely listed as activators. AID 485349. actives 0.19% (n = 320,000); further: potency means the concentration at half of the fitted maximal effect; % of control where 0% means no effect; nearly all actives have a fitted effect of over 45% in size
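ATM-like activity read as KAP-1 phosphorylation via AlphaLISA donor/acceptor antibody pairs after lysis and 6 hr at 25C. Cells were ATM-null patient fibroblasts ([…], hTERT), dosed 60 min, then exposed to the DSB inducer NCS for 30 min.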
BRCA1 expr up = increases BRCA1 expression. Potency, µM (doses to about 46.1 µM), for inactives: top-dose activation, usual class: activators. MCF7-BRCA1-FFLuc reporter, luminescence, 48 h; response scale: scaled: vehicle 0%, 10 µM genistein 100%. actives 1.1% (n = 380,000); further: potency means the concentration at half of the fitted maximal effect; nearly all actives have a fitted effect of over 80% in size; some results filed as inactive show a strong effect at the top dose
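48 h compound treatment of MCF7-BRCA1-FFLuc cells (phenol-red free MEM, 37 °C), then 15 min with luciferase substrate and luminescence imaging.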
TSG101-PTAP inh = blocks PTAP/TSG101 interaction to inhibit HIV-1 budding; 340,000 tested, under 10 active; Potency, µM (doses to about 115 µM), without a hit: at the highest dose activity change, negative = inhibition, actives largely listed as inhibitors; Fluorescence polarization, FITC-PTAP peptide / Tsg101 binding; AID 493005; Q99816; active means well fitted inhibition curve with a large enough effect in the main read-out, with a control signal flat, not every such curve was filed as active; inconclusive means small, poorly fitted or top-dose-only effect, or effect the other way, or a change in a side signal; inactive means no such curve, though single readings can be large or run the other way; further: potency means the concentration at half of the fitted maximal effect; % of control where 0% means no effect
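FP read-out: FITC-PTAP peptide, 50 nM final, binding Tsg101 binding domain, 10 uM final; 20 min, r.t.; 10 mM HEPES pH 7.5, 0.15 M NaCl, 0.01% Tween 20, 3 mM EDTA, 0.1 mM TCEP.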
B2AR arrestin = agonists driving beta-arrestin recruitment to human beta2-adrenergic receptor. beta-arrestin recruitment to beta2AR, cell-based reporter. Potency, µM (highest dose often 46.1 µM), without a hit: at the highest dose activation, hits mostly activators. actives 0.02% (n = 330,000);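 further: potency means the concentration at half of the fitted maximal effect; 0% = DMSO controls and full agonism = EC100 isoproterenol or metaproterenol; nearly all actives have a fitted effect of over 65% in size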
* = called active by the depositor; ? = inconclusive; . = not tested or not shown; [ ] = dose if it differs, or a comment. Unless noted, the call rests on the fitted dose curve; in most records, active means well fitted curve in the direction sought with a large enough effect; inconclusive means small, poorly fitted or top-dose-only effect, or another doubt; inactive means no such curve, though single readings can be large; an effect the other way counts as inactive or inconclusive. Hits appear at their usual frequency. About 3.8% of those tested had a hit in this group.

SMILES | TRPV1 agonist | Integrin act MD | CXXC DNA block | ELG1 repair inh | p53 reactivation | TCR activator | AT treatment | BRCA1 expr up | TSG101-PTAP inh | B2AR arrestin
CC1=NN(c2nc3ccccc3[nH]2)C(=O)C1Cc1ccccc1 (configuration not stated) | 5 | -27% | -8% | ? | ? | 1% | -11% | -62% | 0% | -0.6%
CCCc1cc(=O)n2[nH]c(C)c(-c3ccccc3)c2n1 | 8 | -24% | 6% | -17% | -6% | 6% | 7% | -38% | 2% | -1.8%
CC(NS(C)(=O)=O)C(c1cccs1)N1CCN(c2ccc(F)cc2)CC1 (configuration not stated) | 1 | -2% | -3% | 3% | -4% | 0% | 0% | -19% | -6% | -0.3%
O=C1CCCC2=C1C(c1c(Cl)nc3sccn13)C1=C(CCCC1=O)N2 | 0 | . | -9% | 5% | -9% | . | -4% | . | . | 0.1%
C#CCOCCOCCOCCNc1nc(N2CCN(C(=O)[C@H]([C@@H](C)CC)n3cc([C@@H](N)CO)nn3)CC2)nc(N2CCN(C(=O)[C@H]([C@@H](C)CC)n3cc([C@@H](N)Cc4ccc(O)cc4)nn3)CC2)n1 | 0 | 14% | -18% | 12% | -3% | 4% | -10% | -14% | -4% | 0.2%
O=C(NC1CCN(C(=S)Nc2ccccc2)CC1)C1CCCCC1 | -2 | 12% | -6% | 3% | 2% | -2% | -7% | -17% | -6% | 0.1%
Cc1ccc(Oc2cc(N3CCOCC3)nc(-c3ccccc3)n2)cc1 | 11 | 13% | 1% | 5% | 0% | 0% | -4% | -3% | -1% | -0.2%
O=C(CSc1cccc[n+]1[O-])Nc1ccccc1C(F)(F)F | . | 4% | . | 7% | 4% | 1% | 2% | -15% | -7% | -0.1%
c1ccc(-c2cn3nc4c(nc3n2)CCCC4)cc1 | 5 | 2% | -27% | ? | -13% | -5% | . | ? | ? | -0.2%
NS(=O)(=O)c1ccc(NC(=O)CSc2nc3ccccc3[nH]2)cc1 | -1 | 1% | 4% | 8% | 0% | -1% | 4% | -1% | -3% | 0.1%
Cc1ccccc1N1C(=O)c2ccccc2N2C(=O)c3ccccc3C12 (configuration not stated) | 3 | 9% | -6% | ? | -9% | -3% | 1% | -26% | 0% | -0.3%
C[C@H](NC(=O)Cc1ccccc1)C(=O)N1CCC2(CC1)NCCc1[nH]cnc12 | 2 | 19% | -10% | ? | -5% | -2% | 1% | 5% | -13% | 0.1%
CCOC(=O)C1(Cc2ccc(OC)cc2)CCN(C(=O)C2=CCCC2)CC1 | 14 | 2% | 2% | 9% | -2% | 0% | 0% | 14% | 0% | -0.9%
O=C(NC1CCCCC1)c1ccc(N2CCOCC2)c([N+](=O)[O-])c1 | ? | 1% | -2% | 4% | . | -4% | -2% | 0% | -2% | 0.0%
Cc1cccc(-n2c(C)cc(/C=N/NC(=O)c3ccc(CN4CCOCC4)cc3)c2C)c1 | 0 | -26% | 2% | -14% | -14% | . | -5% | 0% | . | 0.0%
CCC1(C2=CCCCC2)C(=O)NC(=O)N=C1N (configuration not stated) | . | 3% | . | . | . | 5% | . | -11% | -1% | .
Cc1ccc(C)c(NC(=S)N(Cc2ccc(Cl)cc2)Cc2ccc(C(=O)O)cc2)c1 | 0 | -7% | 13% | -7% | -1% | -3% | -1% | -1% | -2% | 0.1%
O=C(CN1C(=O)NC2(CCCc3ccccc32)C1=O)N1CCN(c2cccc(C(F)(F)F)c2)CC1 (configuration not stated) | 3 | -6% | . | -6% | 22% | -7% | -4% | 0% | -1% | 0.1%
CC(C)(C)NC(=O)C(c1ccncc1)N(Cc1ccc(F)cc1)C(=O)c1ccc(-c2ccccc2)[nH]1 (configuration not stated) | -1 | -38% | -11% | ? | -9% | . | 9% | 10% | 5% | -0.3%
O=C(O)c1c(-c2ccc(Cl)cc2)cn2ccccc12 | 1 | -25% | -10% | ? | 5% | 2% | 2% | 57% | -2% | -0.1%
Cc1cccc(NC(=S)N(CCN(C)C)Cc2cc3cc(C)ccc3[nH]c2=O)c1 | ? | -5% | 1% | -8% | -5% | -14% | -1% | -37% | 3% | -0.6%
O=C1C2C3C=CC(C3)C2C(=O)N1c1ccc2c(c1)CCC2 (configuration not stated) | 0 | 20% | -1% | -9% | 2% | -8% | -5% | 5% | -4% | -0.5%
COc1ccc(-c2c(-c3cc(OC)cc(OC)c3)n(C)c3ccc(-c4ccc(N(C)C)nc4)cc23)cc1 | 3 | 15% | . | 7% | -2% | -3% | 11% | -37% | 1% | -0.1%
Cc1ccc(NS(=O)(=O)c2cc3c(cc2C)NC(=O)CO3)cc1 | 1 | -47%[inhibitor] | . | -2% | -1% | 12% | -4% | -19% | 0% | 0.0%
CCN(CC)S(=O)(=O)c1cc(NC(=O)CSc2nnc(-c3cccs3)o2)ccc1C | 8 | 27% | -4% | 23% | 4% | -7%[46.1 µM] | 0% | 16% | -1% | -0.7%
Cc1ccc(-n2c(Cc3cccs3)nnc2SCC(=O)OC(C)C)cc1 | -1 | 8% | -2% | ? | -1% | 7% | 4% | -5% | -5% | 0.2%
O=C1NC(c2ccc(-c3ccccc3[N+](=O)[O-])o2)C(C(=O)c2ccc(Cl)cc2)C(O)(C(F)(F)F)N1 (configuration not stated) | 0 | 30% | -15% | 12% | -2% | -25%[46.1 µM] | 0% | -37% | 5% | 5.9%
Cc1cc(C2CC(=O)Nc3ccccc3S2)c(C)s1 (configuration not stated) | 13 | -27% | -2% | -6% | -5% | -11% | 6% | -24% | -3% | -0.2%
O=c1ccc(NS(=O)(=O)c2ccccc2Cl)cn1Cc1ccc(Cl)c(Cl)c1 | -1 | 7% | 2% | -19% | -3% | -2% | -1% | -20% | -3% | -1.0%
Nc1nc(SCC(=O)Nc2cc(-c3ccccc3)nn2-c2ccccc2)n[nH]1 | 0 | 4% | -4% | 8% | 5% | 1% | 1% | 16% | -6% | 0.1%
CN(C)c1ccc(CN(C(=O)/C=C/c2ccccc2Cl)C2CCS(=O)(=O)C2)cc1 (configuration not stated) | 19 | -54%[inhibitor] | -6% | 0% | 0% | 8% | 14% | -4% | 0% | 0.6%
Cc1cc(C(=O)OCC(=O)Nc2ccccc2Cl)c(C)o1 | 9 | 7% | . | 19% | 17% | 1% | 7% | 3% | 0% | -0.8%
CCN(C[C@H]1N[C@@](CC)(C(=O)OC)[C@H]2C(=O)N(C)C(=O)[C@@H]12)S(=O)(=O)c1ccc(OC(F)(F)F)cc1 | . | 5% | . | -7% | 6% | -2% | -1% | 4% | 0% | -0.9%
O=C1c2ccsc2SCCN1Cc1cccc(Cl)c1 | 17 | 9% | 1% | -2% | -1% | 2% | . | -1% | -9% | 0.2%
O=C(NC(=S)Nc1ccc2ncccc2c1)c1ccccc1 | 19 | 6% | -6% | ? | 5% | . | 15% | ? | -2% | 0.3%
O=C(COC(=O)c1ccc2c(c1)OCCO2)Nc1ccc(F)cc1 | 7 | 2% | . | 20% | 11% | 1% | -8% | -4% | -4% | -0.7%
COc1ccc(N2C(=O)CC(Cc3ccc(Br)cc3)C2=O)cc1 (configuration not stated) | -1 | 16% | -1% | -18% | -6% | 2% | 6% | -10% | 1% | -0.5%
O=C(NCc1ccco1)c1ccc(Cl)c(S(=O)(=O)N2CCCC2)c1 | 3 | -5% | . | 0% | 0% | -4% | 2% | 1% | -5% | -0.2%
COc1ccc2nc(NC(=O)C3CC(=O)N(c4ccc5c(c4)OCCO5)C3)sc2c1 (configuration not stated) | ? | 0% | . | ? | -4% | -9% | -4% | 36% | -1% | -0.3%
COC(=O)N(C)c1nc2ccccc2s1 | 0 | 28% | -7% | ? | 18% | -10% | 0% | 99% | -9% | 0.5%
COc1ccc2nc(C)c(C(=O)OCCN(C)C)cc2c1 | -3 | . | -5% | 7% | 14% | . | -4% | . | . | -0.9%
COC(=O)C1CCN(C(=O)c2ccc3nccnc3c2)CC1 | -2 | 3% | 13% | 3% | 11% | 1% | 0% | 0% | -1% | -0.4%
CCCCc1c(O)nc(SCC(=O)N2CCOCC2)n(-c2ccccc2C)c1=O | 3 | -11% | -13% | -2% | -4% | 6% | 11% | -2% | -6% | 0.0%
CCOc1ccccc1NC(=O)c1oc2ccccc2c1NC(=O)C1CC1 | 28 | 5% | 23% | -3% | 0% | 0% | 7% | -17% | 1% | 0.1%
Cc1nnc(N2CCOCC2)c2nn(-c3cccc(Cl)c3)c(C)c12 | ? | -20% | 2% | ? | -1% | -2%[46.1 µM] | 6% | -1% | ? | -0.6%
